Screens (PubChem BioAssay)
Pol eta inh: blocks human DNA polymerase eta activity; Q9Y253; recombinant Pol eta, fluorescent DNA replication assay; Potency, µM (series often up to 114 µM), for the others: at the highest dose activity change, negative = inhibition, most hits filed as inhibitors; 390,000 compounds, 1.2% hits; AID 588591; active means well fitted inhibition curve with a large enough effect; inconclusive means small, poorly fitted or top-dose-only effect, or another doubt; inactive means no such curve, though single readings can be large or run the other way
Target sequence (Q9Y253 whole entry, looked up): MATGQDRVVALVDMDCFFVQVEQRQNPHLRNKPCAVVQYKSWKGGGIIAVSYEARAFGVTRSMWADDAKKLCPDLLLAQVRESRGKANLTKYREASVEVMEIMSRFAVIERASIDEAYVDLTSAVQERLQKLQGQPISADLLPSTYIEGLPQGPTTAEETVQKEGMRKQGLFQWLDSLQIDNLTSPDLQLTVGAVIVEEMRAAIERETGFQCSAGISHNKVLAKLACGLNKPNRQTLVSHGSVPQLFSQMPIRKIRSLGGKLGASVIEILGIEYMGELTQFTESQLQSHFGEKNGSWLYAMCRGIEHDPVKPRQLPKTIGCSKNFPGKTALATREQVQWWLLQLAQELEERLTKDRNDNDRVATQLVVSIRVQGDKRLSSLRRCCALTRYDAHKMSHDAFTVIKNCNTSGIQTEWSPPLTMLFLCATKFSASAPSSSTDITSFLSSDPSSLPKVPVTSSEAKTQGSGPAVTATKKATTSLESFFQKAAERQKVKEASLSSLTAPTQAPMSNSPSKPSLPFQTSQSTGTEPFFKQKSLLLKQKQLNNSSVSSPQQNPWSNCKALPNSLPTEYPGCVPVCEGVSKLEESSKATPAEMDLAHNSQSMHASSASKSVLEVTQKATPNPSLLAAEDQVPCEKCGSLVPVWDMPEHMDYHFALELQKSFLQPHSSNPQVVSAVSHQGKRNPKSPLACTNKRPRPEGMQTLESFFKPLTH
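Pol eta at 10 nM preincubated with compounds 15 min at room temperature; reaction started with fluorescent substrate (50 nM final) and read kinetically at 0 and 10 min.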
The depositor's hits bear a star; u = inconclusive. On the % scale 0 is the no-effect control and ±100 the full control effect; potency means the concentration at half of the fitted maximal effect.

SMILES | Pol eta inh
C[C@@H]1CN([C@H](C)CO)C(=O)CCCn2cc(nn2)CO[C@H]1CN(C)C(=O)Nc1ccccc1C(F)(F)F | 3.2%
COc1ccc(N(CC(=O)Nc2ccc(S(=O)(=O)N3CCOCC3)cc2)S(C)(=O)=O)cc1OC | -19.3%
COc1cc(Br)cc(C(=O)N2CCc3ccccc32)c1OC | -17.8%
CCC(=O)N(c1nnc(SC(C)C(=O)Nc2ccc(N3CCOCC3)cc2)s1)C1CC1 (stereo unspecified) | 0.5%
COc1cccc(NC(=O)COC(=O)c2ccc3c(c2)OCCO3)c1 | 0.6%
COc1cc(C=NCc2ccccc2)ccc1O | -2.9%
COc1ccc(NC(=O)c2ccc3c(c2)CCN3S(C)(=O)=O)cc1 | -0.5%
C[C@H]1CN([C@@H](C)CO)S(=O)(=O)c2ccc(Br)cc2O[C@H]1CN(C)C(=O)C1CCC1 | -7.9%
CN(C)S(=O)(=O)n1cc(/C=C(\NC(=O)c2ccccc2F)C(=O)N2CCCCC2)c2ccccc21 | -10.5%
O=C(O)CSc1c(Cl)c(=O)oc2ccc(Cl)cc12 | u
CC(NC(=O)C1CC(=O)N(c2ccc3c(c2)OCCO3)C1)c1ccccc1 (stereo unspecified) | -0.9%
O=C(c1cccs1)N1C[C@H](n2cc(C3CC3)nn2)[C@@H](O)C[C@@H]1c1ccccc1 | -3.6%
COc1ccc(C)cc1S(=O)(=O)NCc1ccccn1 | -14.8%
COc1cccc(S(=O)(=O)N(C)C[C@H]2OCc3cn(nn3)CCCC(=O)N([C@H](C)CO)C[C@@H]2C)c1 | -10.4%
COc1ccc(N2CCCC2=O)cc1S(=O)(=O)N1CCOCC1 | 2.9%

Of the compounds above, these have a carbonyl joined to an NH by a bond outside any ring.
SMILES | Pol eta inh
C[C@@H]1CN([C@H](C)CO)C(=O)CCCn2cc(nn2)CO[C@H]1CN(C)C(=O)Nc1ccccc1C(F)(F)F | 3.2%
COc1ccc(N(CC(=O)Nc2ccc(S(=O)(=O)N3CCOCC3)cc2)S(C)(=O)=O)cc1OC | -19.3%
CCC(=O)N(c1nnc(SC(C)C(=O)Nc2ccc(N3CCOCC3)cc2)s1)C1CC1 (stereo unspecified) | 0.5%
COc1cccc(NC(=O)COC(=O)c2ccc3c(c2)OCCO3)c1 | 0.6%
COc1ccc(NC(=O)c2ccc3c(c2)CCN3S(C)(=O)=O)cc1 | -0.5%
CN(C)S(=O)(=O)n1cc(/C=C(\NC(=O)c2ccccc2F)C(=O)N2CCCCC2)c2ccccc21 | -10.5%
CC(NC(=O)C1CC(=O)N(c2ccc3c(c2)OCCO3)C1)c1ccccc1 (stereo unspecified) | -0.9%

The listing picks up, starting three compounds before the break.
SMILES | Pol eta inh
COc1ccc(C)cc1S(=O)(=O)NCc1ccccn1 | -14.8%
COc1cccc(S(=O)(=O)N(C)C[C@H]2OCc3cn(nn3)CCCC(=O)N([C@H](C)CO)C[C@@H]2C)c1 | -10.4%
COc1ccc(N2CCCC2=O)cc1S(=O)(=O)N1CCOCC1 | 2.9%
COc1ccc(C(=O)NC2CC(C)(C)NC(C)(C)C2)cc1S(=O)(=O)N1CCOCC1 | -14.7%
CC1Cc2ccccc2N1C(=O)COC(=O)c1ccco1 (stereo unspecified) | -2.2%
Cc1ccc(S(=O)(=O)N2C[C@H]3N(C(=O)OC(C)C)N(C(=O)OC(C)C)C[C@H](OC(=O)NC4CC4)[C@@]3(O)C2)cc1 | -8.9%
NC(=O)C1CCN(CC(=O)Nc2ccc3c(c2)OCO3)CC1 | -5.8%
COc1ccc(S(=O)(=O)N2CCC(C(=O)N[C@H](C(=O)NCc3ccccc3)C(C)C)CC2)cc1 | 1.9%
COCCn1c(=S)[nH]c2cc(C(=O)NC3CCCC(C)C3C)ccc2c1=O (stereo unspecified) | -1.1%
N#CC(C(O)c1ccccc1)N1CCOCC1 (stereo unspecified) | -5.4%
COc1cc(/C=C/CNC[C@H]2O[C@@H](n3ccc(N)nc3=O)[C@H](O)[C@@H]2O)ccc1O | 3.6%
O=C1Nc2ccccc2SC1=Cc1ccccc1 | -4.8%
O=C1Nc2cc(C(=O)NCCCN3CCCC3)ccc2S/C1=C/c1cccc(Cl)c1 | -3.9%
CCC[C@H]1CN(c2ccccc2)C(=O)[C@@H]1CC(=O)NC | -10.2%
C[C@H]1COC[C@@H](C/C=C/c2ccccc2)N1c1ccccc1 | -9.0%
CC1C(=O)N(Cc2cn(Cc3ccco3)nn2)CCS(=O)(=O)N1Cc1ccc(-c2ccncc2)cc1 (stereo unspecified) | 50.1µM*
COc1ccc(NC(=O)c2cc3ccccc3oc2=O)cc1 | 8.9%
CC(=O)NNc1nc(-c2ccccc2)c2cc(Cl)ccc2n1 | -0.7%
C[C@H](CO)N1C[C@H](C)[C@@H](CN(C)C(=O)C2CCCCC2)OCc2cn(nn2)CCCC1=O | -12.3%
COc1cccc(C(=O)NNS(=O)(=O)c2ccccc2)c1 | -16.5%
Cc1ccc(S(=O)(=O)N2C[C@H]3C(=O)C[C@@H](c4ccccc4)N(S(=O)(=O)c4ccc(C)cc4)[C@H]3C[C@H]2c2cccc(Cl)c2)cc1 | -11.8%
Cc1ccc(C)c(N2C(=O)c3ccc(C(=O)Nc4ccccn4)cc3C2=O)c1 | 6.3%
COc1cc2ccc(C=O)cc2cc1OC | -0.8%
COC(=O)C1(C)CCCC2(C)C3CCC(C(C)C)C(CO)C3C(CO)CC12 (stereo unspecified) | -8.9%
CC(=O)N(c1ccccc1)c1ccccc1[N+](=O)[O-] | -2.6%
Cc1cc(NC(=O)CSCC(=O)OCC(=O)c2ccc(Br)cc2)no1 | -5.1%
O=S(=O)(c1cccs1)N1CCCCC1 | -3.0%
O=C(NCc1ccccc1)/C(=C\c1ccc(F)cc1)NC(=O)c1ccco1 | -19.3%
C=CCSc1nnc(NC(=O)c2ccc3c(c2)OCCO3)s1 | -14.2%
C[C@H](CO)N1C[C@H](C)[C@@H](CN(C)S(=O)(=O)c2ccc3c(c2)OCCCO3)OCc2cnnn2CCCC1=O | -2.2%
Cc1ccc(S(=O)(=O)N2CCCCC2)cc1NC(=O)C1COc2ccccc2O1 (stereo unspecified) | -15.2%
CN(Cc1cnn(-c2ccccc2)c1)C(=O)c1ccc(S(=O)(=O)NCc2ccco2)cc1 | -3.0%
COC(=O)C[C@H]1C[C@H]2c3cc(NC(=O)Nc4ccc(C(F)(F)F)cc4)ccc3O[C@H]2[C@@H](CO)O1 | -7.6%
COc1ccc(Cc2nc3ccc(C(=O)NCCc4ncccc4C)cc3o2)cc1OC | -11.7%
COc1ccc(NC(=O)CCCOc2ccc(C(C)=O)cc2)cc1S(=O)(=O)N1CCCCC1 | -9.6%
COc1cccc(N2CCN(C(=O)C3CCN(C(=O)Nc4ccccc4)CC3)CC2)c1 | -5.4%
CNC[C@@H]1Oc2cc(Br)ccc2S(=O)(=O)N([C@@H](C)CO)C[C@@H]1C | -17.4%
CC(=O)Nc1ccc2nc(NC(=O)CS(=O)(=O)c3ccc(F)cc3)sc2c1 | -4.4%
CC1(c2ccc(Cl)cc2Cl)NC(=O)N(CC(=O)NCCC2=CCCCC2)C1=O (stereo unspecified) | -24.9%
CCN(CC)CCNc1ccc(CO)c2oc3cc(Cl)ccc3c(=O)c12 | -13.1%
C[C@H]1CN([C@@H](C)CO)C(=O)CCCn2nncc2CO[C@H]1CN(C)C(=O)Cc1ccccc1 | -5.9%
COc1ccc(S(=O)(=O)N2CCC(C(=O)NCCC(=O)NCc3ccccn3)CC2)cc1 | -16.9%
CCCCCC(=O)N1C[C@@H](O)[C@H](n2cc(-c3ccc(F)cc3)nn2)C[C@@H]1c1ccc(OC)cc1 | -10.8%
COc1ccc(CCNC(=O)CN(c2ccccc2)S(=O)(=O)c2ccccc2)cc1 | 5.1%
O=C(c1cc(COc2c(F)cccc2F)on1)N1CC[C@@H]2CCCC[C@H]2C1 | -24.0%
Nc1nc2ccc(Br)cc2s1 | -11.2%
Cc1ccc([C@@H]2C[C@H]3[C@@H](CN2S(=O)(=O)c2ccc(Cl)cc2)C(=O)C[C@@H](c2cccc(Cl)c2)N3S(=O)(=O)c2ccc(C)cc2)cc1 | -13.8%
Cc1ccc(NC(=S)NNC(=S)NNc2ccccc2)cc1C | -13.3%
Nc1nnc2cc(Br)ccc2n1 | -1.0%
Nc1ccc(CCCC(=O)NCc2cccnc2)cc1 | 1.7%
COc1ccc(S(=O)(=O)Nc2ccc3c(c2)[C@H]2C[C@H](CC(=O)NCC4CC4)O[C@@H](CO)[C@H]2O3)cc1 | -8.1%
COc1cc(-c2cc(C(=O)O)c3cc4ccccc4cc3n2)cc(OC)c1OC | -4.5%
O=C(Nc1ccccc1OC(F)F)c1ccc(N2CCCC2=O)cc1 | -2.4%
O=c1c2cc(F)ccc2sn1-c1ccccc1Cl | 0.4%
CC(=O)c1cccc(NC(=O)C(C)Sc2nnc3ccccn23)c1 (stereo unspecified) | -4.6%
C[C@H](CO)N1C[C@H](C)[C@H](CN(C)S(=O)(=O)c2ccccc2C#N)OCc2cnnn2CCCC1=O | -18.2%
Nc1ccn([C@@H]2O[C@H](CNCc3cccc4c3sc3ccccc34)[C@@H](O)[C@H]2O)c(=O)n1 | 1.3%
COc1ccc(OCC(=O)N2CCCC(Nc3ccc(C)c(C)c3)C2)cc1 (stereo unspecified) | -6.4%
Nc1cc(=O)n(Cc2ccco2)c(=S)[nH]1 | -15.9%
CC1Cc2ccccc2N1C(=O)CSc1ccccn1 (stereo unspecified) | -6.3%
CCC(C(=O)NC(C)(C)C)N(Cc1ccc(OC)cc1)C(=O)c1snc(C(N)=O)c1N (stereo unspecified) | -13.0%
Cc1ccc(S(=O)(=O)N2CCOCC2)cc1NC(=O)COC(=O)c1ccco1 | 2.5%
CS(=O)(=O)c1ccc(-c2cccc(NC(=O)c3ccc4c(c3)OCO4)c2)nn1 | 2.1%
Continued.
SMILES | Pol eta inh
O=C1C(=Cc2ccncc2)CCCc2ccccc21 | 5.9%
COc1cc(C(=O)NC(CCSC)C(=O)Nc2ccc(N3CCOCC3)cc2)cc(OC)c1OC (stereo unspecified) | 1.7%
CC(C)CCNC(=O)c1cc(S(=O)(=O)N2CCC3(CC2)OCCO3)ccc1F | -14.9%
CCOc1ccc(CNC(=O)C2CCCN(S(=O)(=O)N3CCC(C)CC3)C2)cc1OC (stereo unspecified) | -14.1%
COc1ccc(Cl)cc1NS(=O)(=O)c1cccc(C(=O)NCCCN2CCOCC2)c1 | -22.4%
COc1cccc(CNC(=O)CCNC(=O)N2CC(=O)Nc3ccccc32)c1 | -5.4%
C=CCC1CCCCC1=C(C#N)c1ccccc1 (stereo unspecified) | -9.1%
CCC1=C(Nc2ccccc2)COC1=O | -15.0%
C[C@@H]1CN([C@H](C)CO)C(=O)c2c(c3ccccc3n2C)-c2ccccc2CO[C@H]1CN(C)C(=O)Cc1ccccc1 | -17.8%
CCOC(=O)c1c(C)[nH]c(C)c1C(=O)COC(=O)c1nn(CC)c(=O)c2ccccc12 | -7.0%
CCOc1ccccc1Nc1cc(C)nc2ccccc12 | -2.1%
C[C@H]1CN([C@@H](C)CO)C(=O)c2cc(Br)cnc2O[C@H]1CN(C)C(=O)c1cnccn1 | -9.9%
C[C@@H]1CN([C@@H](C)CO)C(=O)c2c(c3ccccc3n2C)-c2ccccc2CO[C@H]1CN(C)S(=O)(=O)c1ccc(C(F)(F)F)cc1 | -11.0%
CC1=C(C(=O)N(C)C)CC(CC(=O)NCc2ccco2)C(=O)N1CCC1=CCCCC1 (stereo unspecified) | -18.2%
CN(NS(=O)(=O)c1ccc([N+](=O)[O-])cc1)c1ccccc1 | -18.9%
C[C@H](CO)N1C[C@H](C)[C@H](CN(C)S(C)(=O)=O)OCc2cnnn2CCCC1=O | -20.2%
O=C(NC(Sc1ccc(Cl)cc1)C(=O)O)c1ccccc1 (stereo unspecified) | 1.6%
COc1ccc([C@H]2C[C@@H](O)[C@H](n3cc(-c4ccc(F)cc4)nn3)CN2C(=O)C2CCCCC2)cc1 | -22.9%
CO[C@H](C(=O)N(C)C[C@@H]1OCc2ccccc2-c2c(n(C)c3ccccc23)C(=O)N([C@H](C)CO)C[C@@H]1C)c1ccccc1 | -4.2%
CC1CCCCC12NC(=O)N(CC(=O)NCc1cccs1)C2=O (stereo unspecified) | -22.5%
O=C(COC(=O)CN1C(=O)C2CC=CCC2C1=O)Nc1cccc([N+](=O)[O-])c1 (stereo unspecified) | -13.0%
Cc1cn([C@H]2C[C@H](O)[C@@H](CNCc3ccccc3OCCCN3CCOCC3)O2)c(=O)[nH]c1=O | -15.7%
COc1ccc(NC(=O)C[C@H]2C(=O)N(Cc3ccccc3)C[C@@H]2c2ccc(OC)cc2)cc1 | -15.8%
CC(NC(=O)CN1c2cccc3cccc(c23)S1(=O)=O)c1ccccc1 (stereo unspecified) | -2.7%
O=C(O)c1cccc(NC(=O)c2ccccc2NC(=O)c2cccs2)c1 | -9.7%
O=c1[nH]c2ccccc2n1C1CCN(CCOc2ccccc2)CC1 | -6.7%
COC(=O)[C@H]1C[C@H](OC(=O)Nc2c(C)noc2C)[C@@]2(O)CN(S(=O)(=O)c3ccc(C)cc3)CC2[C@H]1C(=O)OC (stereo partly specified) | -20.3%
COc1ccccc1OCC(=O)N/N=C(\C)c1ccc2ccccc2c1 | 1.1%
c1ccc2c(c1)nnn2-c1ccncc1 | -21.0%
O=C(CNC(=O)c1ccccc1)OC(C(=O)O)c1ccc(F)cc1 (stereo unspecified) | 7.2%
Cc1nc2c(N)nn(C)c2nc1C | 0.5%
COc1cc2c(cc1OC)CN(C(=O)CSC1=NCCS1)CC2 | -14.4%
CNC(=O)C[C@H]1C(=O)N(CCc2ccccc2)C[C@@H]1CSC | -17.9%

Some of the compounds tested; the hit share may differ from the screen's.
